Screens as filed in PubChem BioAssay.
S100A4 inh HTS – inhibitors of human S100A4 binding to myosin IIA peptide | inhibition, % at 10.7 µM | 360,000 tested, 0.14% active | S100A4/TAMRA-MyoIIA peptide fluorescence polarization | P26447;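 active = mean inhibition of at least 70% across replicates, with every replicate also reaching that level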
Target sequence (P26447 whole entry, looked up): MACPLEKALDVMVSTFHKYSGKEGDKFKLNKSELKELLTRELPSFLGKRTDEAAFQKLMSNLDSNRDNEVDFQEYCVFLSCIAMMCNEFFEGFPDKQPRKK
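Test system – S100A4 monomer (human) · Compound – single-point compound testing · Schedule – 5 min incubation before reading · Probe or stimulus – TAMRA-labelled myosin IIA heavy-chain peptide probe, 5 nM · Benchmarks – neutral control DMSO, positive control TFP · Medium – Calcium-containing HEPES buffer, pH 7.2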
PGC1a acetyl inh – lowers PGC1a acetylation signal in U2OS cells. AlphaScreen anti-acetyl-lysine; with virally co-expressed GCN5 acetyltransferase. inhibition, % at 15.6 µM. 350,000 tested, 0.17% active;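 active = every replicate shows inhibition of at least 40%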;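 note: 0% = neutral control wells and 100% = positive control wells; some results beyond the cut were filed as inactive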
SIRT5 block – sirtuin-5 (human) deacylase inhibition; Q9NXA8; Purified SirT5, succinyl-peptide AMC, trypsin-coupled fluorescence; inhibition, % at 15 µM; 330,000 tested, 1.1% active; AID 652115; in the data active = inhibition above about 15%
Target sequence (Q9NXA8 whole entry, looked up): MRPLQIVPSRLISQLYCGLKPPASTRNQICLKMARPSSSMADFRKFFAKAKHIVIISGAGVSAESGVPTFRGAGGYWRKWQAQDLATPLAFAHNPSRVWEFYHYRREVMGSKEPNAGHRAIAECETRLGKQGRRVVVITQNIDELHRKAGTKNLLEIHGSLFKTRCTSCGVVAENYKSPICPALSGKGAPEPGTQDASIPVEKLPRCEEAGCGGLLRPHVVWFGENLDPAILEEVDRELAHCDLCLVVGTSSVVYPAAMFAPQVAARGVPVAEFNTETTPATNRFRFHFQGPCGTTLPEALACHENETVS
ERAP1 inh – blocks human ERAP1 aminopeptidase activity. recombinant ERAP1, Leu-AMC fluorescence, 60 min. inhibition, % at 10.7 µM. 340,000 tested, 0.15% active;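 active = mean replicate inhibition of at least 30%, or all replicates individually reaching that 30% level; inactive = mean below 30% and not every replicate reaching it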;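 note: 0% = neutral control wells and 100% = L-leucinethiol positive control wells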
XiGFP reactiv – reactivates the inactive X chromosome in mouse fibroblasts | 360,000 tested, 0.055% active | XiGFP mouse fibroblasts, % GFP-positive cells imaging, 3 d; cells co-treated with 5-aza-dC sensitizer; scaled so ellipticine positive control = 100% | activation, % at 7.58 µM;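 active = mean normalized replicate activation at least 10% and every replicate at or above 10%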;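 note: 0% = median of on-plate neutral control wells and 100% = ellipticine 6 µM median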
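Material: SV40-immortalized XiGFP fibroblast cells, line 68-5-11 | Buffer or medium: DMEM containing 5-aza-dC | Dosing: One concentration, pinned | Times: 3 d treatment, 15 min room-temperature fixation | Controls: Ellipticine 6 µM positive control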
LGR2 antag – blocks bursicon-induced cAMP signaling via Drosophila LGR2 | HEK293 LGR2, CRE-luciferase, bursicon-stimulated, 4 h | inhibition, % at 9.99 µM | 380,000 tested, 0.35% active | AID 720647;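 active = drop in luminescence signal, shown as inhibition above about 50% in the replicate tests, limit read from the data, passing the limit was not always enough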;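 note: agonist challenge used bursicon conditioned medium at about half maximal strength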
C2C12 statin – suppression of simvastatin myotoxicity | C2C12 myotubes + simvastatin, ATP luminescence, 48 h; scaled: DMSO 0, geranylgeraniol control 100 | rescue of ATP level, % at 7.49 µM | 330,000 tested, 0.78% active | AID 602340;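 active = mean ATP rescue above about 67%, or every replicate alone reaching that limit, limit read from the data, passing the limit was not always enough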;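 note: myotubes were challenged with 10 µM simvastatin during compound exposure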
Cneo AK release – Cryptococcus neoformans lysis via adenylate kinase release; C. neoformans lysis, adenylate kinase release luminescence, 4 h; normalised: neutral wells 0, clomiphene wells 100; lysis activity, % at 15 µM; 360,000 tested, 0.2% active;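 active = mean lysis activity across replicates of at least 80%, whatever share of replicates individually reach that level; inactive = mean lysis activity below 80%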
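Assay system: C. neoformans cells. Amount: yeast cell density of 5 × 10^6 cells/mL. Technique: AK luminescence. Buffer or medium: YPD. Times: static 4 h at 37 °C with compound, 1 h detection. Dosing: single-point compound dose. Read-out: lysis from increased AK signal.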
Numbers without * were called inactive; nt = not tested or not shown. Some of the compounds tested (hit frequency here may not be typical).

(1) COc1ccc(NC(=O)C2CCN(S(=O)(=O)c3ccc4c(c3)NC(=O)C(C)S4)CC2)cc1 (configuration not stated)
(2) COc1cccc(/C=N/NC(=S)NC2CC3CC2C2C=CCC32)c1O (configuration not stated)
(3) CCn1cc(S(=O)(=O)CC(=O)Nc2ccc3c(c2)OCO3)c2ccccc21
(4) Cc1nc2ccc(S(=O)(=O)NCC(=O)N(C)Cc3ccccc3)cc2s1
(5) O=C(C[C@H]1CC[C@@H](NC(=O)c2cccc(F)c2)[C@H](CO)O1)NCc1ccc(Oc2ccccc2)cc1
(6) C=CC[C@]1(C(=O)N(C)C)COC(c2ccc(OCCCO)cc2)=N1
(7) COc1ccc2c3c([nH]c2c1)[C@H](CO)N(C(=O)c1cccnc1)CC31CCN(C(=O)Nc2cccc(F)c2)CC1
(8) COC(=O)C[C@@H]1CC[C@@H]2[C@@H](COc3ccc(NS(C)(=O)=O)cc3C(=O)N2C)O1
entry no.	1	2	3	4	5	6	7	8
S100A4 inh HTS	-1	-1	0	-6	-2	1	9	nt
PGC1a acetyl inh	3	-1	nt	6	-3	nt	nt	-7
SIRT5 block	-1	-1	1	-4	-2	4	5	nt
ERAP1 inh	-1	-1	6	-4	3	2	5	nt
XiGFP reactiv	0.0	0.1	-0.1	0.3	-0.2	nt	0.3	0.4
LGR2 antag	-4	-45	-17	23	-18	nt	-12	9
C2C12 statin	5	nt	-6	nt	19	nt	nt	4
Cneo AK release	0	-3	-3	nt	-4	1	nt	-2

(9) O=C(O)CSc1ccn(Cc2ccccc2)c1
(10) O=C(CSc1nc(N2CCOCC2)nc(N2CCOCC2)n1)Nc1ccc(Cl)cc1Cl
(11) CC(=O)NCC(=O)NC(C(=O)Nc1ccc2c(c1)OCCO2)c1ccc(C)cc1 (configuration not stated)
(12) COc1ccc(S(=O)(=O)N(C)C[C@H]2Oc3ccc(NS(=O)(=O)c4cn(C)cn4)cc3CC(=O)N([C@H](C)CO)C[C@@H]2C)cc1
(13) O=C(NCc1nnc(SCC(=O)N2CCN(c3ccccc3)CC2)o1)c1ccc(F)cc1
(14) CCCn1c(N)c(C(=O)CSc2nnc(-c3c[nH]c4ccccc34)n2C2CC2)c(=O)[nH]c1=O
(15) CCCNC(=O)N1[C@@H](C#N)[C@H](c2ccccc2)[C@@H]1CO
(16) Cc1ccc(NC(=O)CN2CCN(S(=O)(=O)c3ccc(F)cc3)CC2)cc1C
entry no.	9	10	11	12	13	14	15	16
S100A4 inh HTS	1	-1	nt	-45	-3	-2	2	-1
PGC1a acetyl inh	-2	nt	-3	2	-3	-8	15	-5
SIRT5 block	-6	1	nt	-4	-1	nt	0	-2
ERAP1 inh	-2	0	nt	-2	-2	0	-1	2
XiGFP reactiv	0.2	-0.1	nt	-0.3	0.0	0.1	0.0	0.0
LGR2 antag	-13	4	-11	0	4	9	-6	1
C2C12 statin	-1	nt	-8	22	-3	7	-6	-5
Cneo AK release	0	-6	0	0	-1	0	-2	-3

Not a retest: entries from further up.
(5) O=C(C[C@H]1CC[C@@H](NC(=O)c2cccc(F)c2)[C@H](CO)O1)NCc1ccc(Oc2ccccc2)cc1
(6) C=CC[C@]1(C(=O)N(C)C)COC(c2ccc(OCCCO)cc2)=N1
(7) COc1ccc2c3c([nH]c2c1)[C@H](CO)N(C(=O)c1cccnc1)CC31CCN(C(=O)Nc2cccc(F)c2)CC1
(8) COC(=O)C[C@@H]1CC[C@@H]2[C@@H](COc3ccc(NS(C)(=O)=O)cc3C(=O)N2C)O1
(9) O=C(O)CSc1ccn(Cc2ccccc2)c1
(10) O=C(CSc1nc(N2CCOCC2)nc(N2CCOCC2)n1)Nc1ccc(Cl)cc1Cl
(11) CC(=O)NCC(=O)NC(C(=O)Nc1ccc2c(c1)OCCO2)c1ccc(C)cc1 (configuration not stated)
(12) COc1ccc(S(=O)(=O)N(C)C[C@H]2Oc3ccc(NS(=O)(=O)c4cn(C)cn4)cc3CC(=O)N([C@H](C)CO)C[C@@H]2C)cc1
(13) O=C(NCc1nnc(SCC(=O)N2CCN(c3ccccc3)CC2)o1)c1ccc(F)cc1
(14) CCCn1c(N)c(C(=O)CSc2nnc(-c3c[nH]c4ccccc34)n2C2CC2)c(=O)[nH]c1=O
entry no.	5	6	7	8	9	10	11	12	13	14
S100A4 inh HTS	-2	1	9	nt	1	-1	nt	-45	-3	-2
PGC1a acetyl inh	-3	nt	nt	-7	-2	nt	-3	2	-3	-8
SIRT5 block	-2	4	5	nt	-6	1	nt	-4	-1	nt
ERAP1 inh	3	2	5	nt	-2	0	nt	-2	-2	0
XiGFP reactiv	-0.2	nt	0.3	0.4	0.2	-0.1	nt	-0.3	0.0	0.1
LGR2 antag	-18	nt	-12	9	-13	4	-11	0	4	9
C2C12 statin	19	nt	nt	4	-1	nt	-8	22	-3	7
Cneo AK release	-4	1	nt	-2	0	-6	0	0	-1	0

(15) CCCNC(=O)N1[C@@H](C#N)[C@H](c2ccccc2)[C@@H]1CO
(16) Cc1ccc(NC(=O)CN2CCN(S(=O)(=O)c3ccc(F)cc3)CC2)cc1C
entry no.	15	16
S100A4 inh HTS	2	-1
PGC1a acetyl inh	15	-5
SIRT5 block	0	-2
ERAP1 inh	-1	2
XiGFP reactiv	0.0	0.0
LGR2 antag	-6	1
C2C12 statin	-6	-5
Cneo AK release	-2	-3

Next results:
(17) COc1cc(OC)cc(C(=O)OCC(=O)NC2CCCCCCC2)c1
(18) CN1c2ccc(-c3ccccc3F)cc2[C@@H]2[C@@H](CCN2C(=O)Nc2ccc(F)cc2)[C@@H]1CO
(19) O=S(=O)(c1ccccc1)N1CC[C@@H]2[C@H](CO)Nc3ccc(C#Cc4cccc(F)c4)cc3[C@@H]21
(20) C[C@@H]1CCCCO[C@H](CN(C)C)[C@H](C)CN([C@H](C)CO)C(=O)c2cc(NC(=O)Nc3cccc4ccccc34)ccc2O1
(21) COc1cccc(OC)c1CN1CCCC(C(=O)c2ccccc2SC)C1 (configuration not stated)
(22) COc1ccccc1N1CCN(C(=O)CCC(=O)Nc2nnc(CC(C)C)s2)CC1
(23) CCOc1ccc(C(=O)OCC(=O)Nc2cc(S(=O)(=O)N3CCOCC3)ccc2N2CCOCC2)cc1
(24) CCCNC(=O)C[C@@H]1CC[C@H]2[C@H](COc3ccc(NC(=O)NC(C)C)cc3C(=O)N2C)O1
entry no.	17	18	19	20	21	22	23	24
S100A4 inh HTS	-3	nt	-3	-3	0	-4	-13	2
PGC1a acetyl inh	-1	-15	-16	-9	-5	4	-1	3
SIRT5 block	-2	nt	-1	-2	-1	0	-3	-6
ERAP1 inh	-4	nt	1	-2	2	2	1	nt
XiGFP reactiv	0.0	0.0	-0.1	0.0	-0.7	0.0	-0.1	0.3
LGR2 antag	4	-7	4	-4	-1	-9	3	12
C2C12 statin	3	7	-8	-349	-26	-10	-1	-2
Cneo AK release	0	-4	5	5	0	0	-1	3

(25) COc1ccc(-c2oc3ncnc(NCCCN(C)C)c3c2-c2ccc(OC)cc2)cc1
(26) CCCCN(CC)CCNC(=O)C1CCN(S(=O)(=O)c2cccc3nsnc23)CC1
(27) O=[N+]([O-])c1ccccc1S(=O)(=O)N1CCN(Cc2cc3c(cc2O)OCO3)CC1
(28) CCC(c1nnnn1C(C)(C)C)N1CCN(C/C=C/c2ccccc2)CC1 (configuration not stated)
(29) COc1ccc(S(=O)(=O)Nc2cccc3c2O[C@H](CN(C)Cc2ccccc2)[C@@H](C)CN([C@@H](C)CO)C3=O)cc1
(30) O=C(O)c1ccc(-n2nc(-c3ccccc3)c3ccccc3c2=O)cc1
(31) C[C@]12c3[nH]c4ccccc4c3CCN1C(=O)C(CC(=O)NCCC1=CCCCC1)C[C@@H]2C(=O)N1CCCCC1 (some centres not stated)
(32) C[C@@H]1CN([C@@H](C)CO)C(=O)c2ccccc2-c2ccccc2CO[C@H]1CN(C)C(=O)[C@@H](Cc1ccccc1)N(C)C
entry no.	25	26	27	28	29	30	31	32
S100A4 inh HTS	-4	1	2	-1	-5	-3	-1	7
PGC1a acetyl inh	-3	4	13	-10	-20	-15	-5	-9
SIRT5 block	-25	1	-6	-1	-2	0	-3	-1
ERAP1 inh	6	0	-1	-11	0	-1	8	0
XiGFP reactiv	0.2	0.0	0.0	0.1	-1.2	0.0	0.0	0.5
LGR2 antag	-1	-8	2	-8	-2	-5	7	-9
C2C12 statin	-14	-3	0	-3	-2	4	11	nt
Cneo AK release	1	-2	-6	1	0	-1	-1	0

(33) C[C@H]1CN([C@@H](C)CO)C(=O)c2cccc(NC(=O)Nc3ccc4c(c3)OCO4)c2O[C@H]1CN(C)S(=O)(=O)c1ccc(F)cc1
(34) C[C@@H]1CN([C@H](C)CO)C(=O)c2cc(/C=C/c3ccccc3)cnc2O[C@@H]1CN(C)C(=O)c1cccnc1
(35) C[C@H]1CN([C@@H](C)CO)C(=O)c2cc(C3=CCCC3)cnc2O[C@H]1CN(C)Cc1ccc(C(=O)O)cc1
(36) CNC(=S)NCc1ccc(Cl)cc1
(37) C[C@H](CO)N1C[C@H](C)[C@@H](CN(C)S(=O)(=O)c2cn(C)cn2)Oc2ccc(NS(C)(=O)=O)cc2C1=O
(38) CCOc1ccc(NC(=O)C(C)Oc2ccc(C#N)cc2)cc1S(=O)(=O)N1CCCC1 (configuration not stated)
(39) Cc1noc(C)c1NC(=O)Nc1cccc2c1O[C@@H](CN(C)Cc1ccc(C(=O)O)cc1)[C@@H](C)CN([C@@H](C)CO)C2=O
(40) NC(=O)C1(Nc2ccccc2Cl)CCCC1
entry no.	33	34	35	36	37	38	39	40
S100A4 inh HTS	1	-17	-14	16	0	-2	-2	-2
PGC1a acetyl inh	1	6	6	-6	8	3	1	-2
SIRT5 block	2	-19	1	8	-13	1	0	nt
ERAP1 inh	1	1	1	3	-1	1	3	1
XiGFP reactiv	0.0	0.4	0.2	nt	0.0	0.1	-0.5	0.1
LGR2 antag	7	-8	nt	-7	5	22	6	5
C2C12 statin	12	-4	-22	nt	-2	4	4	-1
Cneo AK release	-3	-2	-4	2	21	nt	0	0

(41) O=C(/C=C/Sc1ccccc1)c1ccccc1
(42) CN(C)S(=O)(=O)c1cccc(COC(=O)c2ccc3c(c2)OCO3)c1
(43) C[C@@H]1CN([C@@H](C)CO)C(=O)c2c(c3ccccc3n2C)-c2ccccc2CO[C@H]1CN(C)S(=O)(=O)c1ccc([N+](=O)[O-])cc1
(44) CCC(=O)N1CCCCN2[C@H](CO)[C@@H](c3ccc(-c4ccc(F)cc4)cc3)[C@H]2C1
(45) CN(C)CC(=O)N[C@@H]1CC[C@@H](CCNS(=O)(=O)c2ccccc2)O[C@H]1CO
(46) CC=Cc1ccc2n(c1=O)C[C@@H]1[C@@H](CO)[C@H](C(=O)NCCC)[C@H]2N1C(=O)C1CCCC1 (mixture of isomers)
entry no.	41	42	43	44	45	46
S100A4 inh HTS	-9	2	6	-30	7	-2
PGC1a acetyl inh	-39	2	-13	1	8	nt
SIRT5 block	-1	3	-9	3	-1	-19
ERAP1 inh	12	-3	3	0	3	1
XiGFP reactiv	nt	-0.1	-0.1	0.1	0.2	0.4
LGR2 antag	-50	-12	15	5	-12	9
C2C12 statin	nt	7	nt	-10	0	10
Cneo AK release	-9	nt	nt	1	0	-6
